RT RNaseH block – HIV-1 RT RNase H inhibitors, primary screen, biochemical, fluorescence; RT-RNase H RNA/DNA duplex cleavage; 65,000 compounds, 1.9% hits; inhibition, % at 10 µM; in the data active = inhibition above about 50%
RmlC RmlD mix – RmlC and RmlD coupled enzyme inhibitors, primary screen, biochemical, 384-well, compound mixtures, retest; 110,000 compounds, 0.39% hits; RmlC/RmlD coupled enzyme inhibition, 384-well mixture HTS; inhibition, % at 5.5 µM; AID 1532, 2009; in the data active = inhibition above about 30%, passing the limit was not always enough; note: strong numbers were not always called active
Starred values were filed as active, the others as inactive; x = not tested or not shown. Some of the compounds tested. The share of hits here may be higher or lower than overall.

The first 2 records as a preview:
Sequence of screens – RT RNaseH block | RmlC RmlD mix
COc1ccc2c(c1)O[C@@H](c1cccc(C(F)(F)F)c1)[C@H](OC(=O)N[C@H]1CCCc3ccccc31)C2=O
 : x | -11.5
O=C(COC(=O)CCc1ccc(S(=O)(=O)N2CCOCC2)cc1)Nc1ccc(Cl)cn1
 : -7.4 | 24.7

Results, repeating the preview:
Sequence of screens – RT RNaseH block | RmlC RmlD mix
COc1ccc2c(c1)O[C@@H](c1cccc(C(F)(F)F)c1)[C@H](OC(=O)N[C@H]1CCCc3ccccc31)C2=O
 : x | -11.5
O=C(COC(=O)CCc1ccc(S(=O)(=O)N2CCOCC2)cc1)Nc1ccc(Cl)cn1
 : -7.4 | 24.7
COc1ccc(NC(=O)Nc2ccccc2F)cc1
 : x | 10.8
Cc1cc(NC(=O)C2CC(c3ccccc3Cl)=NO2)no1 (centres undefined)
 : x | 9.7
Cc1ccc(-n2c(CSc3nc(C)cc(C)n3)nnc2SCC(=O)Nc2nccs2)cc1
 : -16.4 | x
Cc1ccc(C)c(N2CCN(C(=O)c3cc4sccc4n3C)CC2)c1
 : -10.3 | -14.8
Cn1c(=O)c2c(O)cc(=O)n(-c3ccccc3)c2n(C)c1=O
 : -8.9 | x
Cc1cc2ncn(C(=O)c3ccc4c(c3)OCO4)c2cc1C
 : -3.6 | 1.9
O=c1c2ccccc2[nH]c(=S)n1CCN1CCC(=C(c2ccc(F)cc2)c2ccc(F)cc2)CC1
 : 53.2* | -11.2
COC(=O)c1sc(NC(=O)CSc2nc3cccnc3n2C2CCCCC2)nc1C
 : -2.0 | -6.7
CCN1C(=O)N[C@@H](c2ccco2)C(C(=O)OC)=C1C
 : x | -9.1
CN1CCN(C(=O)CCn2nc(-c3ccccc3)c3ccccc3c2=O)CC1
 : -9.4 | -64.1
Cc1ccc(S(=O)(=O)N2CCOCC2)cc1C(=O)NC1CCCCC1
 : 2.6 | 8.8
Cc1ccc(C)n1-c1ccc(C(=O)NCC2CCCO2)cc1 (centres undefined)
 : -6.6 | 25.9
O=C(CSc1nnnn1C1CCCCC1)Nc1ccc2c(c1)OCO2
 : -32.7 | -11.9
CC(=O)c1cccc(NC(=O)CN2C(=O)COc3ccc(Cl)cc32)c1
 : 16.5 | 8.5
CCC(C(=O)NCc1ccco1)n1nc(-c2ccc(OC)cc2)ccc1=O (centres undefined)
 : -18.9 | 4.5
Cc1sc(N/N=C/c2cccnc2)nc1-c1ccccc1
 : x | -11.4
N#Cc1nc(-c2ccco2)oc1N1CCC(Cc2ccccc2)CC1
 : x | -70.8
C1CSC2(N1)C1CC3CC(C1)CC2C3 (centres undefined)
 : -5.5 | -244.9
CC(C)(C)c1ccc(-c2cc(N)n[nH]2)cc1
 : -7.8 | 14.0
CCOP(=O)(OCC)C(C)(C)NC(=O)c1cc([N+](=O)[O-])cc([N+](=O)[O-])c1
 : x | 5.6
Clc1ccc(OCc2nnc(SCc3nc4ccccc4[nH]3)n2Cc2ccco2)cc1
 : 15.8 | -20.8
Fc1ccc(C2CC(c3ccccc3)n3ncnc3N2)cc1 (centres undefined)
 : -10.2 | -5.4
CCOc1ccc(C2/C(=C(/O)c3ccc(OC)cc3)C(=O)C(=O)N2c2cc(C)on2)cc1OC (centres undefined)
 : 4.4 | 21.2
Cn1c(=O)c(Cc2ccccc2)c(O)c2ccccc21
 : x | 10.9
Nc1nonc1C(=O)NCCNCc1ccccc1OCc1ccc(F)cc1
 : x | -9.3
COc1cccc(-c2cc(C(F)(F)F)nc(N3CCC(C)CC3)n2)c1
 : 8.0 | -9.8
CCOC(=O)N1CCN(/C=C(\C#N)c2nc3ccccc3s2)CC1
 : 0.7 | 8.9
Clc1ccc(/C=C/c2nc3ccccc3[nH]2)cc1
 : x | -126.5
CC1CC(C)CN(c2ccc(-n3cnnn3)cc2[N+](=O)[O-])C1 (centres undefined)
 : x | 10.1
CN(C)S(=O)(=O)c1ccc(S(=O)(=O)N2CCN(CCC#N)CC2)cc1
 : 3.9 | 9.5
Cc1ccc2c(CSc3nc4ccccc4c(=O)n3CCCO)cc(=O)oc2c1C
 : x | 36.2
Brc1ccc(-c2cn3ccccc3n2)s1
 : x | -33.0
CC(C)(C)C1CCC2(CC1)C(C#N)=C(SCC(=O)NC1CCCCC1)NC(=O)C2C#N (centres undefined)
 : 5.7 | -0.3
Cc1occc1-c1nnc(SCC(=O)NC2CCCC2)n1-c1ccccc1
 : x | 9.7
Cc1ccc(C)c(S(=O)(=O)N2CCN(CC(=O)Nc3cc(C)on3)CC2)c1
 : 12.9 | -1.7
Cn1c(SCC(=O)Nc2ccc(F)cc2F)nnc1-c1cccnc1
 : -4.7 | -11.8
Cc1nc(NC(=O)C23CCC(C)(C(=O)O2)C3(C)C)sc1C (centres undefined)
 : 11.1 | 16.4
O=S(=O)(c1cccc(-c2nnco2)c1)N1CCCC1
 : -5.6 | 8.0

Full records from above. Values in the order: RT RNaseH block | RmlC RmlD mix
O=S(=O)(c1cccc(-c2nnco2)c1)N1CCCC1 reads -5.6 | 8.0
Cn1c(SCC(=O)Nc2ccc(F)cc2F)nnc1-c1cccnc1 reads -4.7 | -11.8

Later entries.
Sequence of screens – RT RNaseH block | RmlC RmlD mix
CCCNS(=O)(=O)c1cc(Br)cc2c1N(C(=O)CC)CC2
 : -37.7 | -12.8
Cc1nc2ccccc2c2oc(C(=O)N3CCC(N4CCCCC4)CC3)cc12
 : -7.9 | -21.7
CCN1CCN(C(=O)/C=C\C(=O)O)CC1
 : x | -5.1
O=C(c1ccco1)N1CCN(S(=O)(=O)c2ccc(C3CCCCC3)cc2)CC1
 : 1.6 | -9.7
COc1ccc(C2/C=C\CN(C(=O)c3ccccc3)CC(=O)N2Cc2ccc(F)cc2)cc1 (centres undefined)
 : x | 7.5
C#CCNC(=O)C1=C[C@@H](c2ccc(C#C)cc2)C[C@@H](OCCCCO)O1
 : x | -11.2
Cc1cc2nnc(SCC(=O)OC(C)C)n2c2ccccc12
 : x | -5.7
CCCn1nc2cc(C(=O)NCCc3cccs3)ccc2c1OCC
 : x | -0.7
O=C1CCCc2sc3c(c2N1)CCCCC3
 : -17.9 | -8.1
Cc1nc(CS(=O)(=O)c2ccccc2)cc(Sc2ccccc2Cl)n1
 : x | 7.2

Some of the entries above, reformatted:
Cc1cc2nnc(SCC(=O)OC(C)C)n2c2ccccc12
- RT RNaseH block: x
- RmlC RmlD mix: -5.7
CCCn1nc2cc(C(=O)NCCc3cccs3)ccc2c1OCC
- RT RNaseH block: x
- RmlC RmlD mix: -0.7
O=C1CCCc2sc3c(c2N1)CCCCC3
- RT RNaseH block: -17.9
- RmlC RmlD mix: -8.1
Cc1nc(CS(=O)(=O)c2ccccc2)cc(Sc2ccccc2Cl)n1
- RT RNaseH block: x
- RmlC RmlD mix: 7.2

Continuation:
Sequence of screens – RT RNaseH block | RmlC RmlD mix
Cn1c(=Nc2ccc(N3CCOCC3)cc2)ccc2ccccc21
 : -12.8 | 1.2
O=C(NCC1OCCc2ccccc21)c1ccco1 (centres undefined)
 : -2.5 | -4.0
FC(F)(F)c1cc(CCN2C(=S)NC[C@@H]2CC2CCCCC2)cc(C(F)(F)F)c1
 : x | 3.8
Cn1c(=O)c2c(ncn2CC(=O)N2CCc3ccccc3C2)n(C)c1=O
 : -11.2 | -12.6
COC(=O)c1ccc(NC(=S)NC2CCCCC2)cc1
 : x | 4.4
O=C(NCCCNCCCNC(=O)c1ccccn1)c1ccccn1
 : 0.8 | -20.2
CCCCn1c(C)cc(C)c(S(=O)(=O)c2ccccc2C)c1=O
 : x | -10.1
COc1cc2c(cc1OC)CN(CC(=O)Nc1cccc(C)c1)CC2
 : 5.1 | 2.6
c1ccc(C[n+]2cccc3c4ccccc4ccc32)cc1
 : x | 12.1
COCCCNC(=O)COc1cc(C)c(Cl)c(C)c1
 : -96.5 | -3.1
CC(=O)Nc1ccc(S(=O)(=O)N(Cc2ccccc2)C(C)C)cc1
 : x | -11.2
COc1ccc(OC)c(Nc2nc(-c3ccc(O)c(O)c3)cs2)c1
 : 71.9* | -6.6
CCc1nnc(NC(=O)CSc2nc3c(c(=O)n2C)SC(C)C3)s1 (centres undefined)
 : -5.0 | -8.3
CCn1c(=O)n(CC(=O)Nc2cccc(OC)c2)c(=O)c2ccccc21
 : -5.7 | -0.4
COc1ccccc1CNC(=O)CN(c1ccc(C)cc1)S(=O)(=O)c1c(C)nn(C)c1C
 : -10.3 | 3.0
CCOc1cc(C)c(C(C)C)cc1S(=O)(=O)N1CCN(C)CC1
 : -7.0 | -9.5
Cc1ccc(S(=O)(=O)NNC(=O)c2snnc2C)cc1
 : x | 3.9
COc1ccc(C(C)=O)cc1CSc1nc2cc(Cl)ccc2o1
 : x | 12.2
O=C(CCN1C(=O)C2CC=C(Cl)CC2C1=O)NC1CCCCC1 (centres undefined)
 : -35.5 | 10.8
O=C(NC1CCCC1)c1ccc(S(=O)(=O)N2CCOCC2)cc1
 : x | -10.8
Cc1oc(-c2cccc(Cl)c2)nc1CN1CCC(C(=O)NCc2ccco2)CC1
 : -0.3 | 8.2
Nc1nonc1C(=O)N/N=C/c1ccc(-c2cccc([N+](=O)[O-])c2)o1
 : x | -4.1
CC1CN(CCc2ccccc2)c2nc3c(c(=O)[nH]c(=O)n3C)n2C1 (centres undefined)
 : -9.6 | -14.8
Cc1ccc(C)c(CSc2nnc(-c3cccnc3)n2N)c1
 : -0.1 | 15.4
CCOC(=O)CC(=O)CSc1nc2sc(C)cc2c(=O)n1Cc1ccco1
 : -4.3 | 5.0
Cc1ccc2[nH]c(C(=O)O)c(NC(=O)CN3CCN(c4cccc(C)c4C)CC3)c2c1
 : -2.9 | 6.6
CCOC(=O)c1cc2c(nc1N)CC(C)(CC)OC2 (centres undefined)
 : x | 1.6
CCc1nccn1S(=O)(=O)c1ccc(Br)cc1Br
 : -5.9 | 1.2
COC(=O)CCCNC(=O)CN1CC(c2ccccc2)CC1=O (centres undefined)
 : -5.4 | 10.2
Cc1ccc(S(=O)(=O)n2ccc3cccnc32)cc1
 : x | 2.8
C=CCn1c(C#N)c(N)sc1=N
 : 13.9 | -13.1
COCCn1c(SCCN2CCCCC2)nc2ccccc2c1=O
 : -5.5 | -222.9
CCOCCCn1c(=S)[nH]c2cc3c(cc2c1=O)OCO3
 : -16.3 | x
CCC(=O)Nc1sc2c(c1C#N)CC(C)(C)NC2(C)C
 : -4.7 | -37.1
Cn1c([N+](=O)[O-])cnc1COC(N)=O
 : -2.8 | 3.1
OCc1cc(C(O)CNCCCCCCOCCCCc2ccccc2)ccc1O (centres undefined)
 : x | -11.0
O=C1NC[C@H](Cc2ccc(O)cc2)N(CCc2cccc3ccccc23)C1=O
 : x | -2.2
Cc1nc2c(-c3ccc(F)cc3)c(C)nn2c(C)c1CCC(=O)N1CCN(c2ccc(F)cc2)CC1
 : x | 2.3
CCc1ccc(N(CC(=O)O)S(=O)(=O)c2c(C)noc2C)cc1
 : -4.8 | -13.0
O=C1CCCN1CCCNS(=O)(=O)c1ccc(Cl)c(C(=O)N2CCOCC2)c1
 : x | -0.7
COc1ccc(-c2noc(-c3ccccc3-c3ccccc3)n2)cc1OC
 : -24.3 | x
COc1ccc(-c2nnc(SCCC(=O)O)n2-c2ccccc2)cc1
 : 6.3 | -9.8
CCC(c1nnnn1CCOC)N1CCN(C(=O)c2ccco2)CC1 (centres undefined)
 : -7.7 | 4.0
COc1ccc(N2CCN(C(=O)CC3NC4CCCCC4NC3=O)CC2)cc1 (centres undefined)
 : -11.1 | 3.4
CCN1CCN(c2nc3c(c(=O)[nH]2)CCCC3)CC1
 : -0.6 | -49.0
O=C(Nc1cccn2ncnc12)c1ccc(Cl)cc1Cl
 : x | 3.2
COC(=O)c1ccccc1NC(=O)CN(Cc1ccc(Cl)cc1)S(C)(=O)=O
 : x | -22.6
COc1ccc(-n2c(SC3CCOC3=O)nc3ccccc32)cc1 (centres undefined)
 : -22.7 | -9.1
CCSc1nnc(NC(=O)C(CC)Oc2ccccc2)s1 (centres undefined)
 : 1.6 | -7.7
Cc1ccc(-n2ncc3c(N4CCCC4)ncnc32)c(C)c1
 : 0.7 | -20.3

More structures.
Sequence of screens – RT RNaseH block | RmlC RmlD mix
Cc1ccc(NC(=S)C2=C(O)c3sccc3N(C)S2(=O)=O)cc1
 : x | 7.2
COc1ccc(CCNC(=O)CN(C)S(=O)(=O)c2cccc3nsnc23)cc1OC
 : -24.7 | -15.0
COC(=O)C1=C(C)N=C2SCCC(=O)N2C1/C=C/c1ccccc1 (centres undefined)
 : -2.6 | 3.1
C#CCOCCOCCOCCNc1nc(N2CCN(C(=O)[C@H]([C@@H](C)CC)n3cc([C@@H](N)CC(C)C)nn3)CC2)nc(N2CCN(C(=O)[C@H](CCCCN)n3cc([C@@H](N)CC(C)C)nn3)CC2)n1
 : x | -12.2
COC(=O)c1ccc(CSc2nc(-c3ccc(OC)cc3)nc3c2c(=O)n(C)c(=O)n3C)o1
 : 4.6 | x
CC1CCCN(c2ccc(C(=O)NCc3cccs3)cn2)C1 (centres undefined)
 : -7.3 | x
CC1(C)CC(=O)C2=C(C1)OC(c1ccncc1)C(C#N)=C2N (centres undefined)
 : -0.1 | -14.5
CCN(CC)C(=O)CSc1nnc(CCCCCNC(=O)OC(C)(C)C)o1
 : -5.3 | -8.6
CCOC(=O)c1sc(NC(=O)CSc2nc3c(c(=O)n2-c2ccc(F)cc2)SCC3)c(C(=O)OCC)c1C
 : x | 10.8
CCOC(=O)c1c(NC(=O)C2COc3ccccc3O2)sc(C(C)=O)c1C (centres undefined)
 : x | -11.1
Cc1cc(N)n2ncc(-c3cccc(Br)c3)c2n1
 : -4.5 | 1.9
CC1CCc2sc3ncn4nc(C(=O)NCc5ccco5)nc4c3c2C1 (centres undefined)
 : -14.6 | x
CS(=O)(=O)N1CCN(c2cccc(Cl)n2)CC1
 : x | 6.5
COC(=O)CSc1n[nH]c(-c2cccnc2)n1
 : x | -10.3
Cc1cc(S(=O)(=O)N2CCCCCC2)c(Cl)cc1Cl
 : x | -12.6

Compound activity deposited in PubChem BioAssay by several laboratories.
